KCNH2 3.1 block: blocks the human KCNH2 3.1 channel isoform. U2OS KCNH2 3.1, thallium flux FluxOr; stronger effect = lower value. activity change, % (tested at about 1.8 µM). 0.95% of 340,000 active. AID 720553;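 active means maximum activity change below -70%; inconclusive means maximum activity change from -70% to -50%; inactive means maximum activity change above -50%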;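 further: thallium influx rate constant from kinetic fluorescence after stimulation buffer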
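We transduce U2OS cells with the mutant 3.1 virus, culture them overnight, load FluxOr with Red40 quencher for 45 min, then add stimulation buffer and read kinetically for 2 min to derive a normalized rate constant.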
Giardia killer: Giardia lamblia killing | Giardia lamblia trophozoite viability | activity change, % at 7.66 µM, hits read low | 0.15% of 340,000 active; in the data active means activity change below about -80%; inconclusive means between about -30% and that limit;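 further: parasites exposed to compound for two days anaerobically before the ATP read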
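Media and compound were dispensed first, then trophozoites at 100 cells/well; plates sat 48 hrs at 37 deg C without oxygen before ATP luminescence reagent was added and read after 15-30 min at room temperature.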
Chronic BCR inh: blocks chronic active B-cell receptor signaling. ABC-DLBCL IkBa-CBG/CBR reporter, luminescence ratio, 4 h. Potency, µM (highest dose often 46.1 µM), for the others: top-dose ratio change, negative = lower green/red ratio, usual class: inhibitors. 0.05% of 340,000 active; active means well fitted inhibition curve with a large enough effect in the signal ratio, with a control signal flat, not every such curve was filed as active; inconclusive means small, poorly fitted or top-dose-only effect, or effect the other way, or a change in a side signal; the % refers to the signal ratio;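 further: potency means the concentration at half of the fitted maximal effect; plate controls were basal doxycycline-induced cells for no effect and cells given 10 µM MG132 for full effect; MG132 reads +100%, hits lower the ratio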
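Doxycycline induced both beetle luciferases in TMD8 lymphoma cells; IKK-driven degradation limits the IkappaBalpha-fused green signal, while red luminescence normalises for cell number and nonspecific effects. Compounds tested up to 46 uM, 4 hrs.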
KCNH2 WT inh: blocks the wildtype human KCNH2 potassium channel; Q12809; U2OS, BacMam KCNH2, thallium flux FluxOr; stronger effect = lower value; activity change, % at 1.84 µM; 0.37% of 340,000 active; AID 720551;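 active means maximum activity change below -70%; inconclusive means maximum activity change between -70% and -50%; inactive means maximum activity change above -50%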
Target sequence (Q12809 whole entry, looked up): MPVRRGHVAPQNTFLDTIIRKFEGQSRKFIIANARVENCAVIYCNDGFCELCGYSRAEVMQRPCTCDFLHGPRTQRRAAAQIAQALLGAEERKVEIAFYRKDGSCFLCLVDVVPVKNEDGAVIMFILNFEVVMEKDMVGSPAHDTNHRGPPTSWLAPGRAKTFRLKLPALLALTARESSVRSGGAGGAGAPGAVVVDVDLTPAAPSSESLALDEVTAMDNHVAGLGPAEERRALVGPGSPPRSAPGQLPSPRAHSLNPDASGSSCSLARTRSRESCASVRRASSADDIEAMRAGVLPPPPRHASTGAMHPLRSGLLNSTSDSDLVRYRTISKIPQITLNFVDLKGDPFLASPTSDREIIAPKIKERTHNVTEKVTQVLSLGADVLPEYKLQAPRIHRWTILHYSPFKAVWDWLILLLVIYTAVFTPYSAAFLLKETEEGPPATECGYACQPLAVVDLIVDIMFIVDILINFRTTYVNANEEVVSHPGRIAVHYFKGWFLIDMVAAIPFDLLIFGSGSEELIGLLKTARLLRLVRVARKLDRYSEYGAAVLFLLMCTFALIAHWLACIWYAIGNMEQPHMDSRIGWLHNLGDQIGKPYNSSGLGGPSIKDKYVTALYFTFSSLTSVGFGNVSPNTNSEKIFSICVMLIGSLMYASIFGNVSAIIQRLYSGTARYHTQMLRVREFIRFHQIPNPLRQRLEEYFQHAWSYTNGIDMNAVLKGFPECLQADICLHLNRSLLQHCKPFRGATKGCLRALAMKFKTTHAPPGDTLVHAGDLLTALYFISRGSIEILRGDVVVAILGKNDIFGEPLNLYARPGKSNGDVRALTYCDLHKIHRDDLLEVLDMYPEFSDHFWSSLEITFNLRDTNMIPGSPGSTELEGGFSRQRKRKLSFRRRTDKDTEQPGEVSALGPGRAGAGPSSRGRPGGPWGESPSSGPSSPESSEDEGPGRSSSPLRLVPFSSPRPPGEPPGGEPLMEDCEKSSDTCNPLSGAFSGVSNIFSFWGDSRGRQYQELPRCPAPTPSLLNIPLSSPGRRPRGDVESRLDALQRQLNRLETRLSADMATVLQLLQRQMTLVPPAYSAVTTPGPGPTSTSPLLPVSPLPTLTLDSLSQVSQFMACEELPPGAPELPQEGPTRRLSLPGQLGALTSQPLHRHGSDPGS
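U2OS cells were transduced with wild-type KCNH2 virus (2.03 x 10^8 / mL) for 4 h at room temperature, then cultured overnight at 37 C. Thallium flux was read with FluxOr dye. Rate constants were normalized to DMSO controls.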
Coupling enz: counter-screen for Giardia aldolase inhibitors: coupling enzyme system; coupling enzyme system counterscreen, AmpLite Red fluorescence; 0.67% of 290,000 active; activity change, negative = inhibition, % at 58.2 µM, hits read low; in the data active means activity change below about -30%
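First, compound is pin-transferred into glyceraldehyde-3-phosphate coupling-enzyme reagent at 57.5 uM final and held 10 min at RT. Next, substrate, coupling system and AmpLite Red are added. After 20 min RT, fluorescence (525/598 nm) is read.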
uPA generation: inhibitors of cell surface uPA generation. AID 540303. 0.31% of 330,000 active. cell surface uPA generation assay, qHTS. Potency, µM (top dose mostly 38.3 µM), inactives show at the highest dose activity change, negative = inhibition, actives largely listed as inhibitors; active means well fitted inhibition curve with a large enough effect; inconclusive means small, poorly fitted or top-dose-only effect; inactive means no such curve, though single readings can be large or run the other way; tested in mouse RAW 264.7 cells; further: potency means the concentration at half of the fitted maximal effect; nearly all actives have a fitted effect of over 55% in size
Numbers without * were called inactive; ? = inconclusive; / = not tested or not shown; & = joins results of further samples. Unless noted, on the % scale 0 is the no-effect control and ±100 the full control effect. Only part of the results is shown (hit frequency here may not be typical).

#	compound	KCNH2 3.1 block	Giardia killer	Chronic BCR inh
1	COc1ccc(-n2c(/C=C/c3cccc(F)c3)nc3ccccc3c2=O)cc1Cl	/	/	-12.9%
2	[O]=[Sb]([OH])([OH])[c]1ccccc1	/	-3.3	/
3	O=C(O)c1cc[c]([Sb](=[O])([OH])[OH])cc1[N+](=O)[O-]	/	-15.0	/
4	O=P1(Oc2ccccc2)CC=CC(COC(c2ccccc2)(c2ccccc2)c2ccccc2)O1 (stereo not drawn)	/	-6.5	/
5	O=C(O)[C@@H]1C[C@H]2C[C@@H](CP(=O)(O)O)CC[C@H]2CN1	/	7.1	/
6	C[C@@H](C1CC[C@@]2(O)C3=CC(=O)[C@@H]4C[C@@H](O)[C@@H](O)C[C@]4(C)[C@H]3CC[C@]12C)[C@H](O)CCC(C)(C)O (stereo partly drawn)	/	3.9	/
7	COC(=O)C1=C(c2cc3ccccc3o2)C[C@@H]2CC[C@H]1N2C(=O)NCc1ccccc1	/	-6.7	/
8	COc1ccc2c(c1)[C@]13CCCCC1C(C2)N(C)CC3 (stereo partly drawn)	/	-1.1	/
9	COc1cc2c(c(OC)c1OC)-c1ccc(C(=O)O)cc1[C@@H](NC(C)=O)CC2	/	25.6	/
10	CCOc1ccc(NC(=O)c2c(O)[nH]c(=O)[nH]c2=O)cc1	/	-9.5	/
11	CNCC(O)c1cc(F)c(OCc2ccccc2)c(OCc2ccccc2)c1F (stereo not drawn)	/	22.6	/
12	Cc1ccc(-n2c(=S)[nH]c3ccccc3c2=O)cc1F	4.7	/	/

#	KCNH2 WT inh	Coupling enz	uPA generation
1	/	/	/
2	/	/	/
3	/	/	/
4	/	-0.1	/
5	/	1.5&4.0	/
6	/	4.5	/
7	/	/	-26.1%
8	/	/	5.4%
9	/	/	-1.2%
10	/	/	?
11	/	/	-20.0%
12	-0.8	/	/

(further entries)
#	compound	KCNH2 3.1 block	Giardia killer	Chronic BCR inh
13	Nc1cc(C(=O)Nc2ccccc2F)ccc1N1CC2CC(C1)c1cccc(=O)n1C2 (stereo not drawn)	-9.5	/	/
14	CC1(CCCc2ccc(N(CCCl)CCCl)cc2)NC(=O)NC1=O (stereo not drawn)	0.1	/	/
15	C[C@H]1CN([C@@H](C)CO)C(=O)CCCn2nncc2CO[C@H]1CN(C)C(=O)Oc1ccc2ccccc2c1	-9.3	/	/
16	CC(=CCOc1ccc2ccc(=O)oc2c1)C1=CC(=O)C(C)(C)O1	4.1	/	/
17	COc1ccc(OC(=O)N(C)C[C@@H]2OCc3cnnn3CCCC(=O)N([C@@H](C)CO)C[C@@H]2C)cc1	5.3	/	/
18	COc1ccccc1CN1CCNCC1	1.2	/	/
19	Cc1ccc2n1Cc1cnnn1-c1ccccc1-2	-6.8	/	/
20	CS(=O)(=O)c1ccc(C2=C(CNC(=O)c3cccs3)[C@H]3CC[C@@H](C2)N3Cc2ccco2)cc1	-93.8*	/	/
21	N#CC1c2ccccc2C=CN1C(=O)c1ccc(N(CCCl)CCCl)cc1 (stereo not drawn)	-0.5	/	/
22	Cc1ccc(S(=O)(=O)Oc2ccccc2C=C2C(=O)NC(=O)NC2=O)cc1	16.4	/	/
23	C=CCNC(=S)N1Cc2ccccc2-n2nncc2C1	16.7	/	/
24	CC(=O)Nc1ccc(S(=O)(=O)N2Cc3ccccc3-n3nncc3C2)cc1	5.1	/	/

#	KCNH2 WT inh	Coupling enz	uPA generation
13	1.0	/	/
14	-3.0	/	/
15	-6.9	/	/
16	-3.5	/	/
17	-8.1	/	/
18	7.8	/	/
19	-2.1	/	/
20	-41.4	/	/
21	1.6	/	/
22	-10.3	/	/
23	-119.9*	/	/
24	3.0	/	/

The listing continues:
#	compound	KCNH2 3.1 block	Giardia killer	Chronic BCR inh
25	CCOC(=O)c1cccc(C2=C(CNC(=O)c3ocnc3C)[C@H]3CC[C@@H](C2)N3Cc2ccccc2)c1	-38.1	/	/
26	C1CN(P2(N3CC3)=NP(N3CC3)(N3CC3)=NP(N3CC3)(N3CC3)=N2)CCO1 (stereo not drawn)	-1.6	/	/
27	O=C(O)c1nn(Cc2ccc(Cl)cc2)c2ccccc12	-2.2	/	/
28	C[C@@H]1CN([C@@H](C)CO)C(=O)CCCn2nncc2CO[C@H]1CN(C)C(=O)Oc1ccc2ccccc2c1	3.2	/	/
29	CC1CC2CC(=O)CCC2(C)C2CCC3(C)C(O)CCC3C12 (stereo not drawn)	27.5	/	/
30	CC(C)c1ccc(C(c2c(O)c3ccccc3oc2=O)c2c(O)c3ccccc3oc2=O)cc1	1.5	/	/
31	Nc1cccc(SC2CC(=O)N(c3ccc(Cl)cc3C(=O)c3ccccc3)C2=O)c1 (stereo not drawn)	3.5	/	/
32	COC(=O)C1=C(c2ccc(OCc3ccccc3)c(F)c2)C[C@@H]2CC[C@H]1N2C	-6.0	/	/
33	O=S(=O)(c1cccc2ccccc12)N1Cc2ccccc2-n2nncc2C1	-2.7	/	/
34	c1ccc(N2Cc3ccccc3-n3nncc3C2)nc1	-3.8	/	/
35	N#Cc1ccc(NC(=S)N2Cc3ccccc3-n3nncc3C2)cc1	-11.4	/	/
36	CN1OC[C@@H]2CN[C@H](c3ccc(Br)cc3)C[C@@H]21	2.0	/	/

#	KCNH2 WT inh	Coupling enz	uPA generation
25	4.5	/	/
26	-1.9	/	/
27	7.0	/	/
28	-1.9	/	/
29	7.7	/	/
30	-29.7	/	/
31	-3.0	/	/
32	1.0	/	/
33	5.4	/	/
34	0.7	/	/
35	-6.8	/	/
36	5.9	/	/

Remaining list, next part:
#	compound	KCNH2 3.1 block	Giardia killer	Chronic BCR inh
37	Clc1cccc(Cl)c1NC1=NCCS1	12.5	/	/
38	CS(=O)(=O)c1ccc(C2=C(CNC(=O)c3cccnc3)[C@H]3CC[C@@H](C2)N3Cc2ccco2)cc1	-23.2	/	/
39	CCOC(=O)CC1c2ccccc2-n2nncc2CN1CC1CCCCC1 (stereo not drawn)	4.9	/	/
40	O=C(c1ccco1)N1Cc2ccccc2-n2nncc2C1	4.1	/	/
41	CS(=O)(=O)c1ccc(C2=C(CNC(=O)c3ccc([N+](=O)[O-])cc3)[C@H]3CC[C@@H](C2)N3Cc2ccccc2)cc1	-101.4*	/	/
42	CS(=O)(=O)c1ccc(C2=C(CNC(=O)c3nccs3)[C@H]3CC[C@@H](C2)N3CCOc2ccccc2)cc1	-78.2*	/	/
43	Cc1ccc(-n2c(=S)[nH]c3ccc(C)cc3c2=O)cc1	-17.8	/	/
44	O=S(=O)(c1ccc(Cl)cc1)N1Cc2ccccc2-n2nncc2C1	-13.5	/	/
45	Cc1noc(C)c1COc1ccc(C(=O)NCC2(N(C)C)CCCCC2)cc1	-1.5	/	/
46	CCOC(=O)c1cccc(C2=C(CNC(=O)c3cccnc3)[C@H]3CC[C@@H](C2)N3Cc2ccccc2)c1	-33.0	/	/
47	O=S1c2ccccc2-c2ccccc21	-9.4	/	/
48	CS(=O)(=O)c1ccc(C2=C(CNC(=O)c3cccs3)[C@H]3CC[C@@H](C2)N3CCOc2ccccc2)cc1	-93.9*	/	/

#	KCNH2 WT inh	Coupling enz	uPA generation
37	-8.6	/	/
38	-13.3	/	/
39	-8.0	/	/
40	-0.9	/	/
41	-85.7*	/	/
42	?	/	/
43	-18.3	/	/
44	2.3	/	/
45	34.3	/	/
46	32.1	/	/
47	-4.9	/	/
48	-102.7*	/	/

The list continues:
#	compound	KCNH2 3.1 block	Giardia killer	Chronic BCR inh
49	COc1ccc(NC(=O)N2Cc3ccccc3-n3nncc3C2)cc1	7.5	/	/
50	COc1ccc(C(CC(=O)c2ccc3c(c2)OCO3)c2c(O)c3ccccc3oc2=O)cc1OC (stereo not drawn)	11.1	/	/
51	COc1cccc(C2CCN(C)C2)c1 (stereo not drawn)	10.4	/	/
52	O=C(NCC1=C(c2cccc3ccccc23)C[C@@H]2CC[C@H]1N2Cc1ccco1)c1ccc([N+](=O)[O-])cc1	-93.3*	/	/
53	CC(=O)NCC1=C(c2cccc3ccccc23)C[C@@H]2CC[C@H]1N2Cc1ccco1	1.4	/	/
54	O=C(CCCc1ccc(N(CCCl)CCCl)cc1)NCc1ccccc1	9.5	/	/
55	C[C@@H]1CN([C@H](C)CO)C(=O)CCCn2nncc2CO[C@H]1CN(C)C(=O)Oc1ccccc1	-11.2	/	/
56	Cn1cc(C=O)c2nccnc21	0.7	/	/
57	CN1CCN(C(=O)COc2ccc(S(=O)(=O)Nc3ccc(Cl)cc3)cc2)CC1	-5.1	/	/
58	O=C1C2CCN(CC2)C1(CO)CO	-4.2	/	/
59	O=[N+]([O-])/C=C/c1c(Cl)cccc1Cl	/	0.6	/
60	O=C1CC(=O)N(Cc2ccccc2)C(=O)N1	/	2.3	/

#	KCNH2 WT inh	Coupling enz	uPA generation
49	0.1	/	/
50	-13.1	/	/
51	-10.1	/	/
52	-24.1	/	/
53	14.1	/	/
54	7.5	/	/
55	0.3	/	/
56	-1.5	/	/
57	-3.2	/	/
58	1.9	1.9&0.8&1.1	/
59	13.5	/	-8.5%
60	-1.1	/	5.6%

10 entries out of the list, arranged by count of non-hydrogen atoms, lowest first.
#	compound	KCNH2 3.1 block	Giardia killer	Chronic BCR inh
2	[O]=[Sb]([OH])([OH])[c]1ccccc1	/	-3.3	/
23	C=CCNC(=S)N1Cc2ccccc2-n2nncc2C1	16.7	/	/
16	CC(=CCOc1ccc2ccc(=O)oc2c1)C1=CC(=O)C(C)(C)O1	4.1	/	/
49	COc1ccc(NC(=O)N2Cc3ccccc3-n3nncc3C2)cc1	7.5	/	/
24	CC(=O)Nc1ccc(S(=O)(=O)N2Cc3ccccc3-n3nncc3C2)cc1	5.1	/	/
1	COc1ccc(-n2c(/C=C/c3cccc(F)c3)nc3ccccc3c2=O)cc1Cl	/	/	-12.9%
31	Nc1cccc(SC2CC(=O)N(c3ccc(Cl)cc3C(=O)c3ccccc3)C2=O)c1 (stereo not drawn)	3.5	/	/
4	O=P1(Oc2ccccc2)CC=CC(COC(c2ccccc2)(c2ccccc2)c2ccccc2)O1 (stereo not drawn)	/	-6.5	/
42	CS(=O)(=O)c1ccc(C2=C(CNC(=O)c3nccs3)[C@H]3CC[C@@H](C2)N3CCOc2ccccc2)cc1	-78.2*	/	/
52	O=C(NCC1=C(c2cccc3ccccc23)C[C@@H]2CC[C@H]1N2Cc1ccco1)c1ccc([N+](=O)[O-])cc1	-93.3*	/	/

#	KCNH2 WT inh	Coupling enz	uPA generation
2	/	/	/
23	-119.9*	/	/
16	-3.5	/	/
49	0.1	/	/
24	3.0	/	/
1	/	/	/
31	-3.0	/	/
4	/	-0.1	/
42	?	/	/
52	-24.1	/	/

Source: PubChem BioAssay
